HP1b binding inh = HTS for Inhibitors of HP1-beta Chromodomain Interactions with Methylated Histone Tails; AlphaScreen HP1-beta / biotin-H3K9me3 peptide binding; 0.56% of 390,000 active; Potency, µM (doses to about 114 µM), for the others: top-dose activity change, negative = inhibition, most hits filed as inhibitors; Chromobox protein homolog 1 (Homo sapiens), P83916; also: potency is read from the fitted curve at half-maximal effect; nearly all actives have a fitted effect of over 70% in size; inactives centre near 23
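HP1-beta protein (50 nM final) preincubated 30 min at room temperature with biotinylated H3(1-18)K9me3 peptide (50 nM) in PBS pH 7.4, 0.01% Tween-20, then compound added for 30 min. AlphaScreen streptavidin donor/nickel chelate acceptor beads (10 ug/mL final), 30 min dark, luminescence read.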
GLS inhibitor = qHTS for Inhibitors of Glutaminase (GLS); Glutaminase kidney isoform, mitochondrial (Homo sapiens), O94925; GLS enzymatic activity, qHTS titration; Potency, µM (highest dose often 45.5 µM), inactives show top-dose activity change, negative = inhibition, hits mostly inhibitors; 0.21% of 410,000 active; also: potency is read from the fitted curve at half-maximal effect; % is scaled to controls: 0 for no effect and ±100 for the full control effect
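Assay buffer: 45 mM KH2PO4 pH 8.2, 0.02% Tween-20. hKGA acts on L-glutamine (1 mM solution added); product glutamate is reported by an oxidase/peroxidase Amplex Red coupling, with fluorescence taken at baseline and 30 min.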
G9a inh = qHTS Assay for Inhibitors of Histone Lysine Methyltransferase G9a. Potency, µM (titrated, usually from 102 µM), for inactives: at the top dose activity, negative = inhibition, hits mostly inhibitors. G9a H3K9 monomethylation, AlphaScreen, 2 h. 8.8% of 350,000 active; also: potency is read from the fitted curve at half-maximal effect; % is scaled to controls: 0 for no effect and ±100 for the full control effect; nearly all actives have a fitted effect of over 75% in size
Target sequence (Q96KQ7 913-1193 limits assumed): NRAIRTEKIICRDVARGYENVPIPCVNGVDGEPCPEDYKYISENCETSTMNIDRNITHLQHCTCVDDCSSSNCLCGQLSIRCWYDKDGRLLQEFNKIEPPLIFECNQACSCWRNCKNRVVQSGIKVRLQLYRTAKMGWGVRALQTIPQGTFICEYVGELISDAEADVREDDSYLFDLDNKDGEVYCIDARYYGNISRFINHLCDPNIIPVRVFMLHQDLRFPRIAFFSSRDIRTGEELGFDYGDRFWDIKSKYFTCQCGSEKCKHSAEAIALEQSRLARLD
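Signal arises when biotinylated H3K9 peptide, once monomethylated, bridges streptavidin donor and antibody-captured acceptor beads. Enzyme at 20 nM was preincubated 15 min with test compounds; peptide 500 nM and SAM 20 uM then reacted for 2 h.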
PGK inhibitor = qHTS Assay to Find Inhibitors of Phosphoglycerate Kinase; Phosphoglycerate kinase, glycosomal (Trypanosoma brucei brucei), P07378; Potency, µM (series often up to 57.5 µM), for the others: at the top dose activity change, negative = inhibition, most hits filed as inhibitors; 0.043% of 380,000 active; PGK/GAPDH coupled, Kinase-Glo luminescence, 60 min; also: potency is read from the fitted curve at half-maximal effect; % is scaled to controls: 0 for no effect and ±100 for the full control effect; nearly all actives have a fitted effect of over 60% in size
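Luminescent ATP detection (Kinase-Glo Plus) follows a 60-minute room-temperature incubation, with wells lacking PGK as controls. Buffer: 100 mM TEA (pH 7.6), 5 mM MgCl2, 0.01% Tween-20. Coupling enzyme GAPDH (100 nM final) supplies unstable 1,3-BPG in-well.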
JMJD2A Tudor inh = qHTS Assay for Inhibitors of JMJD2A-Tudor Domain. AID 504339, 2011. Potency, µM (titrated, usually from 114 µM), for the others: at the top dose activity change, negative = inhibition, hits mostly inhibitors. Lysine-specific demethylase 4A (Homo sapiens), O75164. AlphaScreen JMJD2A-Tudor / H3K4me3 peptide binding. 4.4% of 390,000 active; also: potency is read from the fitted curve at half-maximal effect; % is scaled to controls: 0 for no effect and ±100 for the full control effect; nearly all actives have a fitted effect of over 50% in size
ERG-DNA inh = qHTS for Small Molecule Inhibitors of the ERG Ets/DNA interaction. Potency, µM (top dose mostly 76.9 µM), for inactives: top-dose FP activity, negative = inhibition, usual class: inhibitors. AID 624246, 2012. fluorescence polarization, His-ERG Ets domain / labelled DNA. Transcriptional regulator ERG (Homo sapiens), P11308. 0.028% of 370,000 active; active = well fitted inhibition curve with a large enough effect in the polarisation, with a control signal flat; inconclusive = small, poorly fitted or top-dose-only effect, or effect the other way, or a change in a side signal; inactive = no such curve, though single readings can be large or run the other way; the % refers to the polarisation;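 also: polarization taken with two DNA probes labelled with fluorescein and Texas red; potency is read from the fitted curve at half-maximal effect; % of control where 0% means no effect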
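His-tagged ERG Ets domain (1 uM in the protein solution; 300mM KCl, 50mM Tris-HCl, 1mM EDTA, 1mM DTT, pH 7.5) received compound, then a probe mix of 5 nM fluorescein-DNA and 100nM Texas-615-DNA. Fluorescence polarization was read for both dyes.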
PI4K2A block = qHTS for small molecular inhibitors of PI4K2A | Phosphatidylinositol 4-kinase type 2-alpha (Homo sapiens), Q9BTU6 | purified PI4K2A, ADP-Glo luminescence, 1 h; stronger effect = lower value | activity change, negative = inhibition, % at 76.9 µM | 0.13% of 420,000 active | AID 1346378, 2018; in the data active = activity change below about -50%; inconclusive = mostly about -30% to -49%;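 also: -100% = wells without enzyme as full effect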
Target sequence (Q9BTU6 whole entry, looked up): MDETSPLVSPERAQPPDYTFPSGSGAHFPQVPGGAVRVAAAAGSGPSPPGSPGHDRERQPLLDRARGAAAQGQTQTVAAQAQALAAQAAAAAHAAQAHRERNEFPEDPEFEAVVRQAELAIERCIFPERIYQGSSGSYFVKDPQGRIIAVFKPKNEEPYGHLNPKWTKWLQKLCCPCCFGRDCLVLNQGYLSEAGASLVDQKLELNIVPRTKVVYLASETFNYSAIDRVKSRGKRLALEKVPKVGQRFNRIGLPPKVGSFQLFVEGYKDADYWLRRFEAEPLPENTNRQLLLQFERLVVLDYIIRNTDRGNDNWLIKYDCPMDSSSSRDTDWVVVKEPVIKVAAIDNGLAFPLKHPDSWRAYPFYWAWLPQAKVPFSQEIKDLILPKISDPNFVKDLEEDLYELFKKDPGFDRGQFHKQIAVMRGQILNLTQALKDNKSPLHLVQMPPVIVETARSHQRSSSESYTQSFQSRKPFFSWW
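In this quantitative HTS, ADP production by PI4K2A was quantified luminescently after 1 h at ambient temperature; 100 microM adenosine served as plate-quality control.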
BAZ2B inh = qHTS Assay for Inhibitors of BAZ2B; Potency, µM (highest dose often 114 µM), for the others: top-dose activity change, negative = inhibition, most hits filed as inhibitors; 4.4% of 360,000 active; Bromodomain adjacent to zinc finger domain protein 2B (Homo sapiens), Q9UIF8; AID 504333, 2011; AlphaScreen BAZ2B-H3K14Ac peptide displacement; also: potency is read from the fitted curve at half-maximal effect; % is scaled to controls: 0 for no effect and ±100 for the full control effect; nearly all actives have a fitted effect of over 60% in size
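Inhibition is scored as reduced AlphaScreen emission. The BAZ2B/b-H3(5-23)K14Ac complex (50 nM each) in PBS pH 7.4, 0.01% Tween-20 meets compound (up to 110 uM) for 30 min at RT before bead addition.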
Pin1 inhibitor = qHTS Assay to Find Inhibitors of Pin1. Pin1 FP peptide displacement, HiFluor488, 10 min. Potency, µM (top dose mostly 115 µM), for the others: top-dose activity, negative = inhibition, most hits filed as inhibitors. 0.009% of 390,000 active; active = well fitted inhibition curve with a large enough effect in the polarisation, with a control signal flat, not every such curve was filed as active; inconclusive = small, poorly fitted or top-dose-only effect, or effect the other way, or a change in a side signal; inactive = no such curve, though single readings can be large or run the other way; the % refers to the polarisation; also: potency is read from the fitted curve at half-maximal effect; % is scaled to controls: 0 for no effect and ±100 for the full control effect
Target sequence (Q13526 whole entry, looked up): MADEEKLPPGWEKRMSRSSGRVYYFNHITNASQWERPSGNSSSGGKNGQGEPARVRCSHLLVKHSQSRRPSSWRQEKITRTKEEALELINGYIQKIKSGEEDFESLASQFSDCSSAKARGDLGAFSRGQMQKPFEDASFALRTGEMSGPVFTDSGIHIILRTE
Starred values were filed as active, the others as inactive; i = inactive; u = inconclusive; x = not tested or not shown; [ ] = dose if it differs, or a comment. Unless noted, calls follow the shape of the dose curve; as a rule, active = well fitted curve in the direction sought with a large enough effect; inconclusive = small, poorly fitted or top-dose-only effect, or another doubt; inactive = no such curve, though single readings can be large; an effect the other way counts as inactive or inconclusive.

SMILES	HP1b binding inh	GLS inhibitor	G9a inh	PGK inhibitor	JMJD2A Tudor inh	ERG-DNA inh	PI4K2A block	BAZ2B inh	Pin1 inhibitor
CCOC(=O)N1CCN(S(=O)(=O)c2ccc(C(=O)NNc3nc4cc(C)cc(C)c4s3)cc2)CC1	-12%	-1%	50µM*	5%	u	-5%	-5	u	-7%
Cc1ccc(-n2c(=O)[nH]c3sc4c(c3c2=O)CCNC4)cc1C	16%	15%	-21%[59 µM]	-9%	-17%	9%	0	-2%	-2%
O=C(COC(=O)/C=C/c1ccccc1)NC1CCCCCC1	12%	10%	2%[0.501 µM]	2%	-9%	-3%	-4	1%	-3%
COc1cc(CO)c(Br)cc1OCC(N)=O	4%	0%	-1%	-1%	-6%	-2%	-4	7%	-15%
C=CCN1CC(C)/C(=N\O)CC1C (stereo not drawn)	49%[activator]	-7%	-2%	-9%	10%	-16%	0	4%	2%
COc1ccc(-c2cc(-c3ccccc3)c(C#N)c(SCC(O)CS(=O)(=O)Cc3ccccc3)n2)cc1 (stereo not drawn)	46%[activator]	1%	-3%[59 µM]	-2%	-1%	-1%	0	-1%	u
COCCCN1C(=O)C(O)=C(C(=O)c2ccc(C)o2)C1c1cccc(Br)c1 (stereo not drawn)	27%	10%	-35%[59 µM]	7%[11.5 µM]	89µM*	x	4	-34%	-7%
COC(=O)c1c(C#N)c(N)nc2c1CCCC2	29%	-1%	-1%[59 µM]	1%	-4%	0%	6	-5%	-1%
COCCCN1C(=O)/C(=C/c2ccc(CNS(=O)(=O)c3ccccc3)o2)C(C(=O)OC)=C1C	-11%	2%	28µM*	-2%	56µM*	3%	1	-38%	0%
CC(=O)c1ccccc1NC(=O)CCNC(=O)c1ccco1	39%[activator]	-2%	u	6%	5%	4%	-1	2%	-3%
COc1ccc(N(CC(=O)NCc2cccs2)S(=O)(=O)c2cccc(C)c2)cc1	28%	-1%	-31%	-5%	-1%	-7%	-4	12%	-5%
Nc1ccc2nc(-c3ccccc3)sc2c1	34%	26%	35%[59 µM]	u	-6%[57.1 µM]	-2%	-55*	1%	4%
Cc1ccc(OCC(=O)Nc2ccc(OCc3cc(=O)n4ccsc4n3)cc2)cc1C	63%[activator]	0%	28%[59 µM]	-2%	-13%	-5%	0	-1%	-3%
CCOCCCNC(=O)COc1ccc(OC)cc1	0%	-1%	-7%	-1%	-14%[57.1 µM]	3%	3	-37%	-12%
COC(=O)C1=C(N)Oc2cc(C)n(C)c(=O)c2C1c1ccc(Cl)cc1 (stereo not drawn)	35%	2%	5%[59 µM]	i	-2%	-11%	3	12%	-2%
O=C(Nc1cccc2cccnc12)c1ccc(Cl)cc1	150%[activator]	-9%	x	-11%	83%[activator]	21%	1	65%[activator]	-11%
O=C(CN(Cc1ccc2c(c1)OCO2)C(=O)CNS(=O)(=O)c1ccccc1)NCc1ccco1	11%	-5%	u	-7%	3%	5%	4	0%	-3%
CN1C(=O)SC(Nc2ccccc2)C1=O (stereo not drawn)	39%	25%	-22%[59 µM]	8%	-9%	-4%	1	-4%	-6%
COc1ccc(-c2cc(-c3ccco3)[nH]c(=O)c2C#N)cc1	17%	-10%	x	0%	u	-7%	-3	56µM*	-8%
COc1cc2[nH]c(C(=O)N(C)Cc3ccccc3)cc2c(OC)c1OC	40%[activator]	13%	12%	x	-13%	-1%	-1	-10%	-8%
CC(NC(=O)c1cc2c(s1)CCCC2)C(C)(C)C (stereo not drawn)	22%	-10%	16%	0%	-6%	1%	-3	6%	-3%
Cc1ccc(/C=C/C(=O)Nc2cc(S(=O)(=O)N3CCOCC3)ccc2N2CCOCC2)cc1	23%	-3%	-1%[59 µM]	i	-9%	14%	-3	-20%	6%
COc1cc(SC)ccc1C(=O)NC1CCCc2ccccc21 (stereo not drawn)	81%[activator]	-3%	6%	i	5%	10%	3	0%	5%
CCC(CC)C(=O)OCC(=O)Nc1cccc(S(=O)(=O)N(C)c2ccccc2)c1	24%	0%	10%	i	2%	-6%	0	-2%	4%
Cc1cc(OCC(=O)NN2C(=O)c3ccccc3C2=O)ccc1Cl	21%	7%	-10%[59 µM]	0%	-15%	19%	-3	u	20%
COc1ccc(Oc2nccc(OC)c2C#N)cc1	19%	-5%	11%[59 µM]	5%	-2%	x	0	-1%	-3%
C=CCNC(=O)c1onc(CSc2ccc(Cl)cc2)c1C(=O)NCC=C	83%[activator]	2%	-8%[12.7 µM]	i	11%	-2%	-1	36%	-3%
O=C(N/N=C/c1cccc([N+](=O)[O-])c1)c1cc2ccccc2o1	-17%	-6%	-14%	-5%	-33%	-11%	3	u	13%
COc1ccc(OC)c(NC(=S)N2CCC(C(O)(c3ccccc3)c3ccccc3)CC2)c1	-2%	9%	5%[59 µM]	-10%	u	11%	3	u	0%
CCCCN(Cc1cc2ccccc2[nH]c1=O)S(C)(=O)=O	31%	-12%	14%	-13%	-6%	2%	-1	-16%	2%
CO/N=C/c1ccc(Sc2ccc(C)cc2)c([N+](=O)[O-])c1	u	-6%	u	-3%	u	-9%	22	u	4%
CN1CCN(S(=O)(=O)c2ccc(NC(=O)c3ccccc3Cl)cc2)CC1	26%	10%	x	3%	-10%	-5%	2	13%	2%
COc1ccc([N+](=O)[O-])cc1NC(=O)c1cccs1	36%	8%	-38%	9%	-9%	2%	3	-18%	3%
CNC(=S)NNC(=O)c1ccc(C(C)(C)C)cc1	32%	2%	2%	-10%	3%	-7%	1	-1%	4%
CCn1c(N2CCN(CC(=O)c3c(C)n(C)c4ccccc34)CC2)nc2c1c(=O)[nH]c(=O)n2C	27%	6%	u	-4%	-22%	-5%	0	-6%	1%
NS(=O)(=O)c1ccc(CCNCc2cc(Br)ccc2OCc2ccccc2F)cc1	-10%	-2%	-45%	i	u	2%	2	-12%	0%
Cc1cc(C)cc(OCC(=O)Nc2ccccc2C(=O)NCc2ccco2)c1	21%	0%	-9%[59 µM]	-5%	-26%	-5%	-7	-27%	77%[activator]
O=C(CCCn1c(=O)c2ccccc2n(CC(=O)NCc2ccco2)c1=O)NCc1ccco1	0%	1%	-34%[12.7 µM]	-9%	-23%	-2%	-4	-11%	0%
CCN1CCN(CCCNC(=O)c2cnn(-c3ccccc3)c2C2CCN(C(=O)OC(C)(C)C)CC2)CC1	6%	1%	-8%[59 µM]	2%	-11%	-14%	-1	7%[57.1 µM]	-5%
CCCc1nn(C)c(C(=O)Nc2ccc3ccccc3c2)c1Cl	40%[activator]	-6%	21%[59 µM]	i	-3%	-14%	-5	-1%	-6%
Cc1ccc(Oc2ccccc2/C=N/O)cc1	-6%	u	0%	1%	-32%[11.4 µM]	-9%	5	2%	-4%
COc1cc(/C=N/N=C/c2c[nH]c(=O)c(C#N)c2Nc2ccccc2)ccc1O	16%	0%	13%[12.7 µM]	0%	-17%	6%	6	-18%	0%
CCC(CC)NC(=O)c1ccc(NS(=O)(=O)c2ccc3[nH]c(=O)[nH]c3c2)cc1	30%	-5%	x	5%	-14%	-5%	2	u	6%
CCOc1ccc(CCNC(=O)COC(=O)c2cccc(S(=O)(=O)N3CCOCC3)c2)cc1OCC	-12%	2%	-38%	0%	-18%	3%	0	-2%	-2%
CCCSc1oc(-c2cccs2)nc1S(=O)(=O)c1ccc(C)cc1	64%[activator]	2%	-45%[59 µM]	-10%	15%	8%	-2	10%	26%
CC1CCN(C(=O)C(=O)Nc2sc3c(c2C(N)=O)CC(C)(C)OC3)CC1	65%[activator]	1%	17%	-5%	-13%	1%	-3	-7%[57.1 µM]	1%
CCN1CCN(C(=O)c2cc(-c3ccco3)nc3ccccc23)CC1	-3%	-28%	u	-10%	-35%	-12%	-8	71µM*	-9%
C=CCn1c(SCC(=O)NCc2ccccc2)nnc1C1CCCCC1	27%	-2%	x	-7%	-7%	-3%	-5	4%	-8%
CN(CC(=O)Nc1ccc(F)c(F)c1F)C(=O)c1ccc(-n2cncn2)c([N+](=O)[O-])c1	33%	-1%	-27%	2%	-1%	2%	-2	4%	-6%
O=C(COC(=O)c1nc(Cl)ccc1Cl)c1ccc[nH]1	13%	-10%	-29%	i	-16%	0%	-2	u	-1%
O=C1CCS/C(=N\N=C\c2ccc(Cl)cc2Cl)N1	27%	8%	-9%	7%	-16%	2%	0	-11%	1%
CCOC(=O)N1CCN(C(=O)c2cc3c(=O)n4ccccc4nc3s2)CC1	45%[activator]	-13%	38%	-9%	-1%	-10%	3	-1%	1%
CCOC(=O)c1cnn2c(C(F)(F)F)cc(-c3ccc(Br)cc3)nc12	48%[activator]	u	-38%[59 µM]	-1%	5%	0%	-2	1%	3%
